# CF NFkB block: inhibitors of cystic fibrosis induced NF-kB; KKLEB NF-kB-GFP reporter, PAF-induced, GFP fluorescence overnight; AID 588850; inhibition, % at 5 µM; 360,000 compounds, 0.86% hits;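 active = at least 50% inhibition at 5 µM, scaled per plate between neutral and stimulator controls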;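 also: PAF is a Pseudomonas aeruginosa culture filtrate used as stimulus; plate controls were PAF-stimulated DMSO wells for no effect and unstimulated DMSO wells for full effect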
# TRPM1 prom inh: inhibitors of MITF-driven TRPM1 promoter in melanoma cells | SK-MEL-5 TRPM1 promoter luciferase, 24 h | inhibition, % at 12.5 µM | 330,000 compounds, 0.83% hits;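 active = mean inhibition across replicates of 60% or more, whatever share of single replicates reaches that level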; also: values of inactives mirror those of a sister screen read the other way
# NR2E3 ag-1: human photoreceptor-specific nuclear receptor agonism | Q9Y5X4 | CHO-S Gal4-NCOR/VP16-NR2E3 two-hybrid, luciferase | inhibition of corepressor binding, % at 3.98 µM | 360,000 compounds, 0.35% hits | AID 602229;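 active = inhibition above the mean of all tested compounds plus 3 SD, cut at about 70% in these data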;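 also: 0% = DMSO with NR2E3 transfected cells and 100% = cells lacking NR2E3 construct; higher means lower luciferase signal from less NR2E3 corepressor binding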
# Target sequence (Q9Y5X4 whole entry, looked up, the tested form may be a part): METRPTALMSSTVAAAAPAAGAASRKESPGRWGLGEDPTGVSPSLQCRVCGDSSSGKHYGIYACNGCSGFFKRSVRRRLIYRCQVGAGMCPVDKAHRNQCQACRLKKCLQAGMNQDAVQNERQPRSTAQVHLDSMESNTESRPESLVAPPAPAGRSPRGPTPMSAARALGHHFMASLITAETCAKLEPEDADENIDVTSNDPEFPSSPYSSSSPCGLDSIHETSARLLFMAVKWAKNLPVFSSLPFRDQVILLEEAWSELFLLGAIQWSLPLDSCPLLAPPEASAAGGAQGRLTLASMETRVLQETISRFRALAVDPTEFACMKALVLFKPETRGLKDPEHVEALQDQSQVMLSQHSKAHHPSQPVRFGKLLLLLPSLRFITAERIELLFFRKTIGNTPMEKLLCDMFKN
# NR2E3 ag-2: activates human photoreceptor nuclear receptor NR2E3 | AID 2300 | 320,000 compounds, 0.12% hits | GST-NR2E3/biotin-RetCOR TR-FRET, 1536-well | Q9Y5X4 | inhibition of corepressor binding, % at 4.78 µM;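 active = percent inhibition above the cutoff of mean plus 3 SD of all tested compounds, set per screening campaign, cut at about 20% in these data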;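 also: 0% = DMSO wells and 100% = biotin wells as full block of FRET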
#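 Assay system: NR2E3–RetCOR corepressor complex. Quantity: 1.35 nM GST-NR2E3. Buffer or medium: pH 7.5 Tris-based buffer. Reagent: biotinylated RetCOR corepressor at 7 nM final. Schedule: 5 h at 4 °C. Detection: TR-FRET, emission read at 617 and 671 nm. Replicates: one well per compound, singlicate testing.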
# Peg3 prom inh: Peg3 promoter activity inhibition; HeLa PEG-Prom luciferase reporter, luminescence, overnight; inhibition, % at 20 µM; 360,000 compounds, 1.7% hits; AID 588405;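 active = inhibition of at least 50% at 20 µM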
# aDG glyco up: alpha-DG glycosylation activation | Pro5-aDG cells, alpha-DG glycosylation AlphaScreen (IIH6); 0% Pro5, 100% B10-LARGE cell signal | activation, % at 10 µM | 360,000 compounds, 0.22% hits | AID 624168;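 active = activation of at least 8% versus controls, or a plate z-score of at least 8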;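 also: Pro5 are CHO cells carrying HIG-tagged alpha-DG that lacks glycosylation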
# hiPSC survival: enhancers of human iPSC single-cell survival. hiPSC single-cell survival, ATPlite luminescence; 100% = ROCK inhibitor wells, 0% = DMSO. survival enhancement, % at 20 µM. 360,000 compounds, 0.044% hits. AID 602274; in the data active = survival enhancement above about 18%;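 also: cells exposed to compounds for 16 hours before the ATP read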
# TWEAK Fn14 block: inhibitors of TWEAK-Fn14 interaction signaling | inhibition, % at 10 µM | TWEAK-stimulated Fn14 reporter cells, luciferase luminescence, 8 h | AID 1159606 | 360,000 compounds, 2% hits; in the data active = inhibition above about 50%
# KKLEB cytotox: CF airway cell cytotoxicity counter-screen; KKLEB CF airway cells viability, ATPlite luminescence, overnight; hits give low values; cells stimulated with P. aeruginosa culture filtrate; activity change (cytotoxicity), % at 5 µM; 360,000 compounds, 0.36% hits; AID 602141;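 active = corrected activity change at or below -50% at 5 µM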
# HIF-2a inh: HIF-2a inhibition. AID 624352. 360,000 compounds, 0.72% hits. 786-0 RCC cells HIF-2a reporter, luciferase luminescence, overnight. inhibition, % at 18.8 µM;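 active = inhibition of the luminescence signal of 40% or more relative to plate controls, in a single-dose primary screen at 18.75 µM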
# Shn3 inh set2: reduces Shn3 3'UTR luciferase signal in osteoblasts. 360,000 compounds, 0.52% hits. Clone20 osteoblast Shn3 3'UTR firefly luciferase, 24 h. inhibition, % at 12.5 µM;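 active = mean inhibition of at least 75% with every replicate also reaching 75%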;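 also: 0% = median of neutral control wells and 100% = pilot-screen positive control compound; some compounds past the cut are filed as inactive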
# Active calls of the source: *; . = no result given. Outcome played no part in choosing rows; overall some 4.4% were active at least once.
SMILES,CF NFkB block,TRPM1 prom inh,NR2E3 ag-1,NR2E3 ag-2,Peg3 prom inh,aDG glyco up,hiPSC survival,TWEAK Fn14 block,KKLEB cytotox,HIF-2a inh,Shn3 inh set2
O=C(O)c1ccccc1NC(=O)C1C2C=CC(C2)C1C(=O)O (centres undefined),-4.7,-6.2,2.8,3.2,-5.4,0.2,-0.1,0.1,0.3,7.9,0.5
CC(=O)N(O)c1ccc(C=Cc2ccccc2)cc1,-57.9,.,-65.3,.,-360.9,-0.2,-0.4,-0.8,-9.4,-175.5,-4.3
Cc1ccc(C(=O)NCCCN2CCOCC2)cc1Cl,0.5,-15.4,-17.4,2.6,-13.1,0.0,-0.2,-17.0,6.3,-19.3,-22.6
Cc1csc(NC(=O)c2ccccc2)n1,6.5,.,-72.1,-0.6,-249.4,-0.1,-0.3,1.8,3.4,-215.7,-74.4
COc1ccccc1CN1CC(C(=O)NCc2cccnc2)CC1=O (centres undefined),-6.5,5.5,-9.8,-3.6,-11.1,0.1,0.7,4.5,20.3,9.1,-31.9
N#Cc1ccc(OCC(=O)N2CCN(C(=O)c3ccco3)CC2)cc1,-0.6,-0.4,-32.7,4.5,-3.0,-0.1,-0.5,14.2,7.6,3.3,-1.5
CCCCCC/C=C/c1ccc([C@H]2[C@H]3C=CC[C@@H](C)[C@@H]3C(=O)N2Cc2ccccc2)c(F)c1,-8.6,7.3,5.8,1.0,10.6,-0.1,-3.0,16.2,-2.5,10.4,-5.0
CCc1nnc(NC(=O)CCC(=O)N2CCN(c3cccc(Cl)c3)CC2)s1,-22.0,-9.5,-14.2,3.6,-2.6,-0.1,0.3,-6.6,-0.1,4.5,-14.5
Cc1nn(C)c(C(=O)N/N=C/c2ccccn2)c1[N+](=O)[O-],5.6,6.6,-13.4,0.1,4.0,-0.1,-0.5,0.8,-10.0,-1.4,-9.5
O=C(c1ccccc1)c1cc2ccccc2o1,1.7,-104.6,-48.7,1.3,-231.8,0.1,-1.9,-17.4,3.6,-228.8,-77.5
Cc1ccsc1/C=N\NC(=O)c1cc(C(C)(C)C)[nH]n1,3.7,-49.6,-106.0,-4.2,-235.3,-0.1,0.1,37.0,12.6,-291.4,-108.8
CCN(Cc1ccc2c(c1)OCCO2)S(=O)(=O)c1ccc(NC(C)=O)cc1,21.6,11.6,27.8,2.5,10.3,0.6,-0.3,-8.8,-11.4,3.3,6.3
C[C@H](CO)N1C[C@H](C)[C@@H](CN(C)S(=O)(=O)c2cccs2)Oc2ccc(NS(=O)(=O)c3cn(C)cn3)cc2C1=O,2.7,3.4,-8.5,.,-0.1,-0.1,0.2,0.6,6.7,13.1,-24.5
CC1(C(=O)NS(=O)(=O)c2ccc(Cl)s2)CCN1C(=O)C1CCCCC1 (centres undefined),-1.7,.,-4.7,.,-0.8,-0.4,-2.2,-1.0,3.4,10.5,-1.4
COc1cccc(Oc2nc(-c3ccccc3O)nc3ccccc23)c1,4.0,5.7,-22.7,-1.8,1.1,-0.1,0.1,-0.6,-11.0,-0.4,-3.3
CCN(CC)CCCN(Cc1cc2cc3c(cc2[nH]c1=O)OCO3)C(=S)NC,-5.4,-1.9,-14.2,1.8,10.7,-0.2,-0.6,-5.2,-0.4,11.2,-0.3
Cc1ccc(S(=O)(=O)N[C@H](C(=O)N2CCC(C(=O)N3CCC[C@H]3C(=O)O)CC2)C(C)C)cc1,4.2,8.5,2.9,.,-0.5,-0.1,0.5,4.7,-2.3,17.7,-10.5
COc1ccccc1NC(=O)C(C)N1CCN(C/C=C/c2ccccc2)CC1 (centres undefined),7.2,5.9,-14.5,-0.3,10.8,0.1,-1.1,15.7,3.4,13.7,5.8
CC(C)(C)S(=O)(=O)c1ccccc1C(=O)O,0.7,7.6,-4.5,0.5,0.1,-0.3,-2.5,5.7,9.4,26.2,-2.1
CCNC(=S)NNC(=O)c1cc(-c2cccc(C)c2)nc2ccccc12,-14.8,-24.0,-61.6,5.9,-200.2,0.0,-1.3,-36.3,-11.6,-222.6,-42.6
Cc1ccc(C(=O)COC(=O)CN2C(=O)C3C4CC(C(Br)C4Br)C3C2=O)cc1 (centres undefined),-11.1,3.7,-6.0,-0.2,10.0,-0.1,0.5,8.0,8.5,2.6,12.4
O=C(O)C1CCCN1C(=O)OCC1c2ccccc2-c2ccccc21 (centres undefined),-7.0,-7.3,-21.0,-1.1,-12.6,-0.1,-0.3,-7.1,7.0,0.1,6.3
COc1cc(-c2cnc3c(NC=O)cc(-c4cccc(C(=O)NCCN(C)C)c4)cn23)cc(OC)c1OC,-18.7,.,-21.0,.,3.0,-0.6,-1.6,-43.8,-12.0,-6.2,-16.7
CCN=c1scc(C)n1/N=C/c1ccc(O)c(O)c1O,2.8,7.1,-47.6,-2.7,0.4,-0.2,-2.5,18.3,3.6,14.8,46.0
Cc1cc(C)n(CC2CC(=O)N(c3ccc(C)c(Cl)c3)C2=O)n1 (centres undefined),-3.4,-9.0,-21.5,1.0,3.3,0.1,0.0,18.3,6.8,6.7,-10.2
CSc1ccccc1NC(=O)CSc1n[nH]c(N)n1,4.0,-13.1,-9.6,3.7,7.6,0.1,0.5,-5.8,6.9,14.6,8.0
Cn1c(=O)c2c(nc(CN3CCC(C(N)=O)CC3)n2Cc2ccccc2Cl)n(C)c1=O,-8.7,-9.7,1.9,-1.1,9.5,-0.1,-0.1,3.4,-3.0,7.6,-44.2
Cc1ccc(S(=O)(=O)N2CCOCC2)cc1C(=O)OCC(=O)Nc1ccc2c(c1)OCO2,-5.1,-0.7,11.9,4.6,-8.6,-0.4,-2.2,-20.6,2.1,9.8,6.8
Cc1cccc(OCCCCCn2ccnc2)c1,-3.1,-4.0,0.9,3.4,-79.7,0.7,-0.2,-2.9,1.3,-60.7,-14.6
Cc1nc(NCC2CCCO2)c2oc3ccccc3c2n1 (centres undefined),16.4,10.6,-5.4,2.5,14.2,0.3,1.5,-3.9,-13.5,5.3,9.0
O=C(NCc1ccc(F)cc1)C1CCC(=O)N1CCc1ccccc1 (centres undefined),7.7,.,20.8,-0.1,9.3,0.0,-1.7,-5.3,-8.9,7.2,3.9
COCCn1c(-c2ccc(Cl)cc2Cl)nc2c(c(=O)c3ccccc3n2C)c1=O,17.3,30.1,-9.6,0.4,17.6,0.9,1.2,-12.0,-8.0,26.1,16.7
CCOc1ccc2nc(NC(=O)CSC3=NCCS3)sc2c1,-15.1,-49.7,-42.6,1.0,-219.8,3.4*,1.3,-42.5,16.7,-177.3,-45.6
Cn1cnnc1Sc1ccc(C(=O)OCC(=O)NCC(F)(F)F)cc1[N+](=O)[O-],-31.7,7.2,7.6,-2.5,5.9,-0.1,0.5,8.5,18.6,-0.2,-16.0
CCOC(=O)C1C(=O)NC(SC)=C(C#N)C1c1ccccc1F (centres undefined),-22.4,6.7,5.1,1.4,2.7,0.1,-1.9,-0.7,4.9,22.6,-3.1
CN1CCN(c2nc3ccccn3c(=O)c2C=O)CC1,0.6,3.9,11.4,1.3,-2.8,-0.2,0.0,7.6,8.4,15.7,12.8
COc1ccc(C(=O)NNC(=O)CSc2nc3c(c(=O)n(C)c(=O)n3C)n2C)cc1,8.1,-0.7,-21.3,1.9,23.7,-0.2,-0.7,3.5,-1.9,25.4,-30.5
CCOc1ccc(OCC)c(NC(=O)CSc2nc3c(c(=O)n(C)c(=O)n3C)n2CC)c1,-0.6,-5.8,-7.2,-0.6,22.6,0.1,-0.4,10.8,-4.1,5.6,-6.3
O=C(N/N=C/c1ccc[nH]1)c1ccncc1,-3.2,14.1,-10.8,-1.5,18.9,0.1,1.4,-3.0,10.9,10.7,4.8
CNC(=O)CO/N=C/c1ccc(N(C)C)cc1,-4.5,-3.7,-17.9,-1.7,-30.6,-0.4,0.7,16.8,2.9,-53.9,7.2
O=C(N/N=C/c1cccs1)c1c[nH]c2ccccc12,6.4,-61.1,-31.1,0.8,-242.1,-0.3,1.6,-16.9,-8.3,-193.4,-72.6
COc1ccc(Cl)cc1NC(=O)Cn1c(NCCO)nc2ccccc21,-6.7,1.4,-2.1,1.9,10.9,-0.1,-0.8,-34.2,-11.2,7.8,-43.5
Oc1cc2c(cc1O)[C@@H](c1ccccc1)CNCC2,31.0,4.4,-6.6,.,-13.7,-0.2,-1.2,-4.3,-24.5,-3.3,-6.3
O=C(NNC(=S)Nc1ccc(Cl)c(Cl)c1)c1ccccn1,35.9,39.8,-35.6,-3.3,18.1,0.1,-1.9,-13.7,-29.5,-166.5,91.6*
Cc1ccc(OC(=O)CCC(=O)OCCCC(F)(F)C(F)(F)F)cc1,11.5,5.4,22.3,-3.5,-4.1,-0.4,-2.2,0.4,-11.5,7.7,-38.6
COc1ccc(-n2c(C)c3c(C)nnc(C)c3c2C)cc1OC,-16.8,.,-18.4,.,-2.8,0.0,5.3,-16.5,-6.4,12.6,-6.9
N#CCCC1CCCC=C1N(Cc1ccccc1)C(=O)C(Cl)Cl (centres undefined),-12.9,3.0,11.2,0.0,21.5,-0.1,-0.6,5.7,9.4,11.6,1.1
O=C1NC2(CCCCC2)NN1c1ccccc1,-6.3,-4.7,-21.7,-1.3,1.3,0.4,3.9,-6.2,6.8,2.0,24.1
O=C(NNS(=O)(=O)c1ccc([N+](=O)[O-])cc1)c1ccc2ccccc2c1O,-44.3,6.1,8.1,.,-1.3,-0.3,1.3,18.1,25.3,-1.8,-14.8
O=C1[C@@H]2[C@H](C(=O)N1O)[C@H]1C=C[C@@H]2C1,-9.0,2.4,26.1,1.2,7.0,0.1,-2.5,8.7,-5.0,1.1,-2.5
COc1ccc(NC(=O)Cn2c(=O)oc3cc(Cl)ccc32)c(OC)c1,1.0,2.4,4.7,-0.8,10.2,0.1,-0.4,2.0,-6.4,9.2,17.1
Cc1ccc2nc(Nc3ccc(F)cc3)c3nncn3c2c1,-19.8,-17.4,-10.4,-10.8,5.9,-0.1,-0.6,-8.9,-7.6,-14.3,-29.5
Cc1csc(N2C(=O)C3C4CCC(O4)C3C2=O)n1 (centres undefined),4.0,1.6,-13.0,.,11.7,0.0,-0.5,8.5,-9.1,1.0,2.1

# A second format for part of the listing above.
# Screens in order: CF NFkB block | TRPM1 prom inh | NR2E3 ag-1 | NR2E3 ag-2 | Peg3 prom inh | aDG glyco up | hiPSC survival | TWEAK Fn14 block | KKLEB cytotox | HIF-2a inh | Shn3 inh set2
Cc1ccc2nc(Nc3ccc(F)cc3)c3nncn3c2c1
 : -19.8 | -17.4 | -10.4 | -10.8 | 5.9 | -0.1 | -0.6 | -8.9 | -7.6 | -14.3 | -29.5
COc1ccc(NC(=O)Cn2c(=O)oc3cc(Cl)ccc32)c(OC)c1
 : 1.0 | 2.4 | 4.7 | -0.8 | 10.2 | 0.1 | -0.4 | 2.0 | -6.4 | 9.2 | 17.1
O=C(NNS(=O)(=O)c1ccc([N+](=O)[O-])cc1)c1ccc2ccccc2c1O
 : -44.3 | 6.1 | 8.1 | . | -1.3 | -0.3 | 1.3 | 18.1 | 25.3 | -1.8 | -14.8

# High-throughput results (PubChem)
